Bioassay records: PubChem BioAssay, Broad Institute
RAD52 inh – blocks human RAD52 DNA annealing; P43351; recombinant RAD52 DNA annealing, FRET fluorescence; inhibition, % at 18.7 µM; 360,000 compounds, 0.46% hits; AID 651710;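 active = every replicate showing at least 50% inhibition; inconclusive = mean inhibition at least 50% but not in every replicate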
S100A4 MyoIIA – blocks human S100A4 binding to myosin IIA peptide; P26447; S100A4/TAMRA-MyoIIA peptide fluorescence polarization; inhibition, % at 10.7 µM; 360,000 compounds, 0.14% hits;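 active = mean inhibition of at least 70% across replicates, with every replicate also reaching that level; inconclusive = mean inhibition reaches 70% but some replicates fall short; inactive = mean inhibition below 70%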
Target sequence (P26447 whole entry, looked up): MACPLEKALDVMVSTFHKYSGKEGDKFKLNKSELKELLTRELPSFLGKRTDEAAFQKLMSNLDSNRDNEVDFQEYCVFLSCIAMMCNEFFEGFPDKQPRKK
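System – human S100A4 monomer protein, biochemical binding assay · Buffer or medium – Calcium-containing HEPES buffer, pH 7.2 · Timing – 5 min between mix addition and reading · Also added – TAMRA-labelled myosin IIA heavy-chain peptide probe, 5 nM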
E-selectin induc – E-selectin induction on HUVECs; HUVEC E-selectin immunofluorescence imaging; normalized: neutral wells 0, TNF-alpha wells 100; P16581; AID 686992; 260,000 compounds, 0.37% hits; activation, % at 7.58 µM;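 active = mean E-selectin-positive cell signal at least 10% of the positive control, reached in at least 60% of replicates, without over 20% cell loss; inconclusive = no rule given, readout overlaps actives, possibly toxicity-flagged; inactive = the rest, including those meeting only one limit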;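 note: in these data hits start at about 27%; measured in HUVEC primary endothelial cells; signal is the percent of cells scored E-selectin positive by PE staining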
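assay system = HUVEC, human umbilical vein endothelial cells | input = 3,000 HUVEC seeded per well | medium = EGM-2 growth medium on 0.1% gelatin-coated wells | dosing = one compound dose added by pin transfer | signal = immunofluorescence imaging | read-out basis = % PE-positive cells | control set = TNF-alpha, DMSO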
esBAF inh – inhibitors of esBAF chromatin remodeling in mouse ES cells; Bmi1-luciferase knock-in reporter, 24 h; 100% = twice the neutral-well signal; reporter increase, % at 12.5 µM; 350,000 compounds, 2% hits; AID 602393; in the data active = activation above about 40%; inconclusive = no clear call, values can overlap the other calls;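 note: 0% = median of the plate's neutral control wells and 100% = double that signal; a rise in the Bmi1 reporter signal indicates esBAF inhibition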
ERp5 block – ERp5 (human) disulfide isomerase inhibition; ERp5 insulin aggregation, absorbance 650 nm, 90 min; inhibition, % at 9.99 µM; 350,000 compounds, 0.05% hits;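 active = mean replicate inhibition above about 25%, with every replicate also reaching it, limit read from the data, passing the limit was not always enough; inconclusive = only one of those two criteria met; inactive = neither criterion met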
RAD54 branch – inhibitors of human RAD54 branch migration | RAD54 Holliday junction branch migration, FAM/BHQ fluorescence | inhibition, % at 10.4 µM | 360,000 compounds, 0.14% hits | Q92698;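 active = mean normalized replicate activity at least 40 and at least half of replicates scoring 40 or more; inconclusive = only one of the two criteria met; inactive = mean below 40 and under half of replicates reaching 40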;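 note: 0% = median of neutral control wells and 100% = median of positive control wells; inhibitors cause a drop in the FAM fluorescence signal; in these data hits start at about 50%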
Target sequence (Q92698 whole entry, looked up): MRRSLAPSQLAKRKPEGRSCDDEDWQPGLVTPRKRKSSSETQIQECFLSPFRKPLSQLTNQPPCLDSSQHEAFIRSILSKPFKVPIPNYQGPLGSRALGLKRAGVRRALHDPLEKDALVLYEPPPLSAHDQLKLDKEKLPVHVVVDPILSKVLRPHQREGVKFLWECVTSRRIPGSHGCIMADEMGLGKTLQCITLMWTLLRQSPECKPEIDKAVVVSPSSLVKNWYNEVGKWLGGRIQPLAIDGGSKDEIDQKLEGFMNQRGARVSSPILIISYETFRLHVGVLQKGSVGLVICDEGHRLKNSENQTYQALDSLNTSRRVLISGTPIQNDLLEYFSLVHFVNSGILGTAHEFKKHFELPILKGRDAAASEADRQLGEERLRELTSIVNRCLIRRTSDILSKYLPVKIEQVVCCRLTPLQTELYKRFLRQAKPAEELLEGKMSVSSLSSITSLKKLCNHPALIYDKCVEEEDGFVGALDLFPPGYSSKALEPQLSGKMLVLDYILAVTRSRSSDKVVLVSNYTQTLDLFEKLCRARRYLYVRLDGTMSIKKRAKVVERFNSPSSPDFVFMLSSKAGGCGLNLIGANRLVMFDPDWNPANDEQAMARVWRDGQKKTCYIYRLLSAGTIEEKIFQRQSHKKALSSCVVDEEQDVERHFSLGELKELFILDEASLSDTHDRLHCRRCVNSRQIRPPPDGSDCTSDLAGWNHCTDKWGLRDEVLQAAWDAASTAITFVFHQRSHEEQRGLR
Xi reactivation – activators of X-chromosome reactivation in mouse fibroblasts; AID 743238; XiGFP mouse fibroblasts, % GFP-positive cells imaging, 3 d; cells co-treated with 5-aza-dC sensitizer; scaled so ellipticine positive control = 100%; 360,000 compounds, 0.055% hits; activation, % at 7.58 µM;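 active = mean normalized replicate activation at least 10% and every replicate at or above 10%; inconclusive = only one of the two criteria met; inactive = mean below 10% and not all replicates reach 10%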;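 note: 0% = median of on-plate neutral control wells and 100% = ellipticine 6 µM median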
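Assay system – SV40-immortalized XiGFP fibroblast cells, line 68-5-11 · Buffer or medium – DMEM supplemented with 5-aza-dC as sensitizing agent · Dosing – one concentration, pinned · Benchmarks – positive control ellipticine, 6 µM final · Times – 3 days compound exposure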
ERAP1 HTS inh – blocks human ERAP1 aminopeptidase activity; Q9NZ08; recombinant ERAP1, Leu-AMC fluorescence, 60 min; inhibition, % at 10.7 µM; 340,000 compounds, 0.15% hits; AID 652197;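 active = mean replicate inhibition of at least 30%, or all replicates individually reaching that 30% level; inactive = mean below 30% and not every replicate reaching it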;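 note: 0% = neutral control wells and 100% = L-leucinethiol positive control wells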
Numbers without * were called inactive; ? = inconclusive; / = no result given.

SMILES	RAD52 inh	S100A4 MyoIIA	E-selectin induc	esBAF inh	ERp5 block	RAD54 branch	Xi reactivation	ERAP1 HTS inh
O=C(CCC(C(=O)O)N1C(=O)c2ccccc2C1=O)Nc1ccccc1 (configuration not stated)	-12	1	0.6	/	-3	/	-0.1	0
O=[N+]([O-])c1ccccc1OCC(O)CN1CCN(CC(O)COc2ccccc2[N+](=O)[O-])CC1 (configuration not stated)	0	-8	/	2	5	-3	0.2	-9
CCOC(=O)CCCCCC(=O)Nc1ccc2c(c1)C(=O)N([C@@H](C)CO)C[C@@H](C)[C@H](CN(C)S(=O)(=O)c1cccs1)OCCCC[C@H](C)O2	-36	4	-0.1	-3	-12	3	0.2	7
C[C@H]1CN([C@@H](C)CO)C(=O)c2cc(NC(=O)c3ccncc3)ccc2O[C@@H]1CN(C)S(=O)(=O)c1cn(C)cn1	-3	4	-0.6	1	2	5	0.1	9
CO[C@H]1CN(C)C(=O)c2cc(NC(C)=O)ccc2OC[C@H](C)N(Cc2nccs2)C[C@H]1C	0	10	-0.2	1	0	-10	0.3	1
Cc1cc(CNC(=O)CC2C(=O)NCCN2CC(c2ccccc2)c2ccccc2)on1 (configuration not stated)	-35	9	-0.6	/	?	/	0.0	-2
Cn1cc(S(=O)(=O)N2CCCC2)cc1C(=O)NCc1ccc(F)cc1	8	-6	/	2	2	11	0.3	-1
O=C(NCCN1CCCCC1)[C@@H]1N[C@@H]2c3ccc(-c4ccncc4)c(=O)n3C[C@@H]2[C@H]1CO	10	0	0.6	-11	-3	-5	0.2	5
COc1ccc(NS(=O)(=O)c2cc(NC(=O)CCc3ccccc3)ccc2N2CCOCC2)cc1	-21	2	0.3	9	-7	7	0.0	-4
Cc1noc(C)c1S(=O)(=O)N(C)C[C@H]1Oc2ccc(NS(=O)(=O)c3ccc(Cl)cc3)cc2CC(=O)N([C@@H](C)CO)C[C@H]1C	-2	3	0.4	-1	0	-3	-0.9	1
CSCC[C@H](NC(=O)N1CCn2c1nc1ccccc12)C(=O)N1CCCCC1	-3	26	/	1	4	2	0.1	-1
CN(C)c1nc(N)nc(-c2nc3ccccc3s2)n1	0	7	/	/	1	/	/	6
C[C@H](CO)N1C[C@H](C)[C@H](CN(C)Cc2ccc(C(F)(F)F)cc2)Oc2ccc(NC(=O)NC3CCCCC3)cc2C1=O	-2	11	2.2	-7	-3	-15	-0.1	-1
CN(C)CC(=O)N[C@H]1CC[C@H](CCNC(=O)Nc2ccc(Cl)cc2)O[C@H]1CO	26	0	-0.2	11	5	3	0.0	0
CC(C)OC(=O)c1ccc(N2CCN(c3ccc(F)cc3)CC2)nc1	-9	5	0.1	19	3	8	-0.1	0
O=C(O)[C@H]1CCCN1C(=O)c1ccccc1N1C(=O)[C@@H]2Cc3c([nH]c4ccccc34)C(c3cccc(Cl)c3)N2C1=O (some centres not stated)	-15	2	/	-3	2	10	/	8
COCCN(C(=O)CSc1nnc(-c2ccc(F)cc2)n1N)c1c(N)n(CC(C)C)c(=O)[nH]c1=O	-5	-3	-0.1	1	-4	5	-0.3	0
C[C@H]1CN([C@@H](C)CO)C(=O)c2cccc(NC(=O)CCCCCC(=O)Nc3ccccc3N)c2O[C@H]1CN(C)S(=O)(=O)c1ccccc1	0	0	0.4	/	5	/	0.0	0
CCNC(=S)SCCOc1ccccc1C	-10	-2	0.2	/	-3	-15	-0.1	1
CNC[C@H]1Oc2ccc(NC(=O)Nc3ccc(F)cc3)cc2CC(=O)N([C@H](C)CO)C[C@@H]1C	-9	-28	0.0	1	1	4	-0.1	1
C[C@@H]1CN([C@@H](C)CO)C(=O)c2cc(-c3cccc(F)c3)cnc2O[C@@H]1CN(C)C(=O)C1CCCCC1	-3	11	1.1	2	3	-3	0.0	3
O=C(CCN1CCN(c2ccccc2)CC1)Nc1ccccc1	-2	-1	/	5	-2	-4	0.0	-2
Cn1c(=O)[nH]c(=O)c2c1nc(CN1CCN(c3ccccc3F)CC1)n2CC(N)=O	5	1	0.0	-2	3	-8	0.0	2
COc1ccc(C2(C)NC(=O)N(CC(=O)Nc3ccc(C)cc3Br)C2=O)cc1OC (configuration not stated)	-10	-1	/	-8	1	-1	0.0	-1
CCCN(C)C[C@H]1Oc2cc(C#Cc3cccc(F)c3)ccc2S(=O)(=O)N([C@@H](C)CO)C[C@H]1C	-20	10	-0.7	-4	-2	-2	-0.9	-3
O=C(NCC[C@H]1CC[C@H](NS(=O)(=O)c2cccc(F)c2)[C@@H](CO)O1)C1CCC1	8	2	-0.7	-10	-22	-5	0.2	-1
CS(=O)(=O)Nc1ccc2c(c1)[C@H]1C[C@@H](CC(=O)NC3CCCCC3)O[C@H](CO)[C@H]1O2	-10	-4	0.0	4	0	-8	0.4	2
CCCc1nc2nc(C)c(NS(=O)(=O)c3ccc([N+](=O)[O-])cc3)c(=O)n2[nH]1	4	5	/	-2	1	3	0.0	-6
CN(C)S(=O)(=O)c1cccc(C(=O)Nc2cc3c(cc2C(=O)O)OCCCO3)c1	-12	2	-0.2	1	-3	-7	0.0	-2
NC(c1ccccc1)c1csc(Nc2ccccn2)n1 (configuration not stated)	-1	-2	0.3	16	4	6	0.1	2
COc1ccc2c3c([nH]c2c1)[C@@H](CO)N(C(=O)Nc1ccc(F)cc1)CC31CN(C(=O)Nc2ccc3c(c2)OCO3)C1	3	-2	1.2	/	-1	/	0.2	2
C[C@H](CO)N1C[C@H](C)[C@@H](CN(C)CC2CCCCC2)OCCCC[C@H](C)Oc2ccc(NC(=O)c3ccccc3)cc2C1=O	-15	10	-0.4	-1	0	5	-0.1	1
COc1cccc(NC(=O)N[C@H]2C=C[C@@H](CC(=O)Nc3ccccc3)O[C@@H]2CO)c1	4	-5	-0.3	-5	1	-1	0.5	0
CCOC(=O)/C=C/C(=O)OCC(=O)Nc1cccc(Cl)c1Cl	-4	17	/	-7	4	-2	-0.1	0
C(=N\Nc1ccc2ccccc2n1)/c1ccc2c(c1)OCCO2	-41	-4	3.3	-77	-4	2	0.2	1
C[C@@H]1CN([C@@H](C)CO)C(=O)c2cccc(NC(=O)c3ccncc3)c2O[C@@H]1CN(C)CC1CCCCC1	-6	12	0.3	-1	2	-5	-0.3	1
O=S(=O)(Nc1ccccn1)c1ccc(Br)cc1	-5	2	0.0	-5	4	-8	0.0	0
O=C(N[C@@H]1C[C@@H]2O[C@@H](CO)CC[C@@H]2O[C@@H]1CCc1ccc(-c2cccnc2)cc1)c1cccc(F)c1	6	2	/	/	6	/	/	3
CCN(C[C@H]1N[C@@](CC)(C(=O)OC)[C@H]2C(=O)N(C)C(=O)[C@@H]12)S(=O)(=O)c1ccc(OC)cc1	-10	-2	/	2	2	4	0.2	-2
Cc1ccc(S(=O)(=O)N(C)C[C@H]2Oc3c(NC(=O)CCCCCC(=O)Nc4ccccc4N)cccc3C(=O)N([C@@H](C)CO)C[C@@H]2C)cc1	-10	-4	-0.3	/	6	/	-0.5	0

A draw from above in order of formula weight, rising:
SMILES	RAD52 inh	S100A4 MyoIIA	E-selectin induc	esBAF inh	ERp5 block	RAD54 branch	Xi reactivation	ERAP1 HTS inh
O=C(NCC[C@H]1CC[C@H](NS(=O)(=O)c2cccc(F)c2)[C@@H](CO)O1)C1CCC1	8	2	-0.7	-10	-22	-5	0.2	-1
Cn1c(=O)[nH]c(=O)c2c1nc(CN1CCN(c3ccccc3F)CC1)n2CC(N)=O	5	1	0.0	-2	3	-8	0.0	2
CCCN(C)C[C@H]1Oc2cc(C#Cc3cccc(F)c3)ccc2S(=O)(=O)N([C@@H](C)CO)C[C@H]1C	-20	10	-0.7	-4	-2	-2	-0.9	-3

(continued)
SMILES	RAD52 inh	S100A4 MyoIIA	E-selectin induc	esBAF inh	ERp5 block	RAD54 branch	Xi reactivation	ERAP1 HTS inh
Cc1ccc(SC(CC(=O)c2ccc(F)cc2)C(=O)O)cc1 (configuration not stated)	-15	4	0.1	-1	-2	-7	0.0	0
COc1cccc(NC(=O)COc2cc(C)cc3oc(=O)cc(C)c23)c1	-11	-1	/	-4	-1	2	0.1	0
Cc1ccc(C(=O)O)cc1NS(=O)(=O)c1ccc2c(c1)oc(=O)n2C	-16	-1	-0.1	2	0	-17	0.0	-1
Cc1noc(C)c1NC(=O)N(C)C[C@H]1Oc2ncc(C#CC3CCCCC3)cc2C(=O)N([C@H](C)CO)C[C@H]1C	-4	1	-0.6	6	2	-3	0.3	-1
CCOc1ccc(C(=O)NC2CCCCCCC2)cc1	-6	7	/	/	-10	/	0.3	0
C[C@H]1CN([C@@H](C)CO)C(=O)Cc2cc(NS(=O)(=O)c3cn(C)cn3)ccc2O[C@@H]1CN(C)Cc1ccc(Oc2ccccc2)cc1	-10	2	0.1	-9	0	0	-0.4	-1
CC1CN(C(=O)COC(=O)/C=C/c2cccc([N+](=O)[O-])c2)CC(C)O1 (configuration not stated)	-14	-5	/	-3	-3	11	0.3	-1
C[C@H]1CCCCO[C@@H](CN(C)C(=O)NC2CCCCC2)[C@@H](C)CN([C@@H](C)CO)C(=O)c2cc(NC(=O)CCC(F)(F)F)ccc2O1	-33	8	-0.1	2	-2	2	-0.9	2
Cc1cc(C(=O)NC2CCCCC2)c2cc(F)ccc2n1	-17	-4	3.7	/	-2	/	0.0	1
COc1cc(/C=C2/CC/C(=C/c3ccc(O)c(OC)c3)C2=O)ccc1O	-24	0	/	/	2	/	-0.1	3
CCOc1cccc(-c2cc(C(=O)NN)[nH]n2)c1	-6	4	-0.1	/	3	/	-0.1	-1
O=C(C[C@@H]1CC[C@H]2[C@@H](COC[C@@H](O)CN2C(=O)c2ccccc2F)O1)N1CCN(c2ccccc2)CC1	-21	-13	-0.2	-3	4	1	0.0	0
CCOc1ccccc1NC(=O)C(=O)N/N=C/c1cc(Br)ccc1O	-13	-1	/	-17	0	/	0.1	10
O=C(Cc1ccccc1)N/N=C/c1ccc[nH]1	-8	0	/	-7	1	5	0.0	/
COc1ccc(OC)c(NC(=O)CCCNC(=O)Cn2cnc3sc(C)c(C)c3c2=O)c1	12	-2	0.2	1	2	-2	0.0	1
CC(Oc1ccc(C(C)(C)C)cc1)C(=O)NCC(c1ccco1)N1CCCC1 (configuration not stated)	-58	-8	0.1	2	-11	/	0.0	19
O=Cc1ccc(Oc2cccc(C(F)(F)F)c2)nc1	0	-2	/	-4	4	/	0.0	4
CN(C)C(CNC(=O)C1CCN(S(=O)(=O)c2ccccc2C(F)(F)F)CC1)Cc1ccccc1 (configuration not stated)	-18	-5	0.1	2	-2	-2	0.0	-4
Cc1nc(NC(=O)c2cncc(Br)c2)ccc1Br	1	-31	/	31	2	0	0.0	-1
COc1ccc(NC(=O)N(C)C[C@@H]2Oc3c(NS(=O)(=O)c4cn(C)cn4)cccc3C(=O)N([C@@H](C)CO)C[C@H]2C)cc1	1	5	28*	4	1	8	0.0	3
C[C@@H]1CN([C@@H](C)CO)C(=O)Cc2cc(NS(C)(=O)=O)ccc2O[C@H]1CN(C)Cc1ccccc1	-6	5	-0.3	1	-2	1	-0.2	1
COc1ccc(C(=O)N2CCCC(Nc3ccc(C)c(C)c3)C2)c(OC)n1 (configuration not stated)	-2	5	0.0	-4	1	-7	1.0	4

The order is random. About 2.5% of those tested had a hit in this group.
